TRPC6 inh: mouse TRPC6 channel inhibitors, primary screen, cell-based, HEK293, membrane potential dye; 310,000 compounds, 1.1% hits; ACh-evoked depolarization; active compounds read low; B-score at 10 µM; AID 2553, 2010;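 active = B-score under library mean minus 3 SD, initial fluorescence not abnormally high, positive integrated signal ratio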;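 also: B-score derived from integrated fluorescence ratio over the kinetic read; more negative B-score means stronger inhibition of depolarization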
Target sequence (Q61143 whole entry, looked up): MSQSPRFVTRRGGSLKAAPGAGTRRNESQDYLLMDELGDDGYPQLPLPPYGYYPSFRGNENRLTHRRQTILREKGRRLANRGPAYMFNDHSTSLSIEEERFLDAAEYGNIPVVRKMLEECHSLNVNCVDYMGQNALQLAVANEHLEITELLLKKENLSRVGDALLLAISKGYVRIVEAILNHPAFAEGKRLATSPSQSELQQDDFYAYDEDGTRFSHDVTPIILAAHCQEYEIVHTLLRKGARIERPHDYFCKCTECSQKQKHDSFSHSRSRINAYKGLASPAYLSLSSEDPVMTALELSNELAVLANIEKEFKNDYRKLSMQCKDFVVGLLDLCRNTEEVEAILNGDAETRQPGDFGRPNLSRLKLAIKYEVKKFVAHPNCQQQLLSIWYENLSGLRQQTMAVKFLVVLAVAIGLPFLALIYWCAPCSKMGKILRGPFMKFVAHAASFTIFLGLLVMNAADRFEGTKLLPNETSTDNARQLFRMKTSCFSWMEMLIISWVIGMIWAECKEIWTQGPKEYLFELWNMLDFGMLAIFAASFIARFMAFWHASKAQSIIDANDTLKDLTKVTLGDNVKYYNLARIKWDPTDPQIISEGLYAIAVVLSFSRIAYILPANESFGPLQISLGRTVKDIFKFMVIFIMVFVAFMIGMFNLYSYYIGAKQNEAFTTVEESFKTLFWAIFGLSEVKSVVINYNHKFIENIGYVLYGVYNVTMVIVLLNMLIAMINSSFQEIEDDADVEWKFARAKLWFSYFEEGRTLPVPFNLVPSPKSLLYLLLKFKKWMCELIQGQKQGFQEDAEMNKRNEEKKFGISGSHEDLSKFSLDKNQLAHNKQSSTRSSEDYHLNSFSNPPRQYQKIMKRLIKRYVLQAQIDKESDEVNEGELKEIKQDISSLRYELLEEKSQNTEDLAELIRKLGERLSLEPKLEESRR
TRPC4 block: inhibitors of mouse TRPC4 channel, primary screen, Fluo4 calcium, HEK293 TRPC4beta/mu-opioid cells | DAMGO-evoked Fluo4 calcium flux; active compounds read low | B-score at 10 µM | 300,000 compounds, 0.39% hits | AID 2247, 2010;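 active = B-score over 3 SD under the library average, no early fluorescence shift, positive overall ratio signal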
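Signal: kinetic Fluo4 fluorescence imaging of calcium influx. Material: stable TRPC4beta/mu-opioid receptor HEK293 cells. Probe or stimulus: DAMGO in two steps, submaximal then maximal.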
RGS4 act: RGS4 potentiators or activators, primary screen, cell-based, HEK293 M3R inducible RGS4, calcium flux; carbachol calcium flux Fluo4; active compounds read low; B-score at 10 µM; 310,000 compounds, 0.92% hits; AID 463111, 2010;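 active = B-score of the integrated calcium signal more than 4 SD below the library mean, with starting fluorescence not abnormally high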;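 also: negative B-score means reduced calcium response which marks RGS4 activation or potentiation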
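Assay system: Inducible-RGS4 HEK293 cells carrying M3 receptor | Schedule: Compound preincubation 20 min at room temperature before agonist | Signal: Kinetic calcium fluorescence imaging with Fluo4-AM dye, 2 µM | Read-out basis: B score from integrated fluorescence ratio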
TRPC6 act: mouse TRPC6 channel activators, primary screen, cell-based, HEK293, membrane potential dye; HEK293-TRPC6 membrane potential dye fluorescence; active compounds read high; 310,000 compounds, 0.13% hits; Short transient receptor potential channel 6 (Mus musculus), Q61143; AID 2550, 2010; B-score at 10 µM;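 active = B-score of the integrated fluorescence ratio above library mean plus 3 SD, and starting fluorescence ratio within library mean plus 5 SD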;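 also: higher score means more depolarization so channel activation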
MrgX1 antag: antagonists of human MrgX1 receptor, primary screen, HEK293 cells, Fluo-4 calcium flux; BAM8-22 antagonism; active compounds read low; B-score at 10 µM; 310,000 compounds, 1.3% hits; AID 588676, 2011;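 active = calcium-response B-score plate-corrected more than 3 library SD below zero, starting fluorescence within 5 deviations, no agonist response on first addition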;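 also: peak minus trough fluorescence over baseline after final BAM8-22 challenge near maximal dose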
SKKanGAS inh: S. pyogenes SKKanGAS growth inhibitors in kanamycin, primary screen, streptokinase expression inhibitor project, SKKanGAS strain, BacTiter-Glo luminescence. inhibition, % at 7.5 µM. AID 1662, 2009. 300,000 compounds, 1.3% hits. 6 h;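 active = mean replicate score, as percent of positive control median, at least 50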;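 also: strain carries kanamycin resistance gene driven by streptokinase promoter and grows in 40 µg/ml kanamycin; loss of luminescence reflects streptokinase promoter inhibition or plain growth inhibition; 0% = median of DMSO wells and 100% = positive control at its reference dose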
Platelet DG rel: inhibitors of platelet dense granule secretion, primary screen, cell-based, MLPCN, human platelets. 300,000 compounds, 0.22% hits. AID 1663, 2009. inhibition, %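 (compounds screened at 7.5 µM in platelet-rich plasma)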. human platelet-rich plasma, SFLLRN dense granule ATP release, luminescence;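 active = mean replicate score, as percent of positive control, at or above 50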
RGS4 inh: RGS4 inhibitors, primary screen, cell-based, HEK293 M3R inducible RGS4, calcium flux; Regulator of G-protein signaling 4 (Homo sapiens), P49798; Fluo-4 calcium flux; active compounds read high; triggered by carbachol at its EC20; B-score at 10 µM; 310,000 compounds, 0.45% hits;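 active = B-score, a plate-corrected calcium signal, over three deviations above library mean, with baseline fluorescence within five deviations of library mean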;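 also: RGS4 expression induced by doxycycline in cells with stable M3 receptor; B-score is computed from the integrated fluorescence ratio over baseline after carbachol; higher B-score means a larger calcium signal and so more RGS4 inhibition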
MrgX1 allo act: positive allosteric modulators of MrgX1, primary screen, HEK293 cells, Fluo-4 calcium flux | Mas-related G-protein coupled receptor member X1 (Homo sapiens), Q96LB2 | FDSS; active compounds read high | B-score at 10 µM | 310,000 compounds, 0.63% hits;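 active = plate-corrected calcium response at least 3 library SD above typical, normal starting fluorescence, not activating the receptor alone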;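 also: compound read alongside a low EC10 to EC30 dose of BAM8-22 agonist; peak minus trough fluorescence over baseline measured at the second addition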
MrgX1 ag: agonists of human MrgX1 receptor, primary screen, HEK293 cells, Fluo-4 calcium flux | Mas-related G-protein coupled receptor member X1 (Homo sapiens), Q96LB2 | Fluo-4 calcium fluorescence, agonist mode; active compounds read high | B-score at 10 µM | 310,000 compounds, 0.44% hits;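 active = calcium response B-score plate-corrected fluorescence ratio at least 3 library SD, with starting fluorescence B-score inside 5 SD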
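Material – MrgX1-expressing HEK293 cells · Input – 15,000 cells seeded per well · Dosing – compound as first of three additions · Times – overnight seeding, then 1 h dark dye loading · Measured by – kinetic Fluo-4 NW fluorescence of intracellular calcium · Read-out – B-scored fluorescence response ratio · Benchmarks – positive and negative control wells on each plate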
HIF act: HIF pathway transcriptional activators, primary screen, cell-based, U2OS HRE-luciferase, luminescence. 300,000 compounds, 0.32% hits. activation, % at 7.5 µM (by protocol). U2OS HRE-luciferase reporter; normalized: DMSO 0%, desferrioxamine 100%;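 active = mean activation of at least 10% of the iron chelator positive control signal, with at least half of replicates also reaching 10%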
Numbers without * were called inactive; i = inactive.

Compound | TRPC6 inh | TRPC4 block | RGS4 act | TRPC6 act | MrgX1 antag | SKKanGAS inh | Platelet DG rel | RGS4 inh | MrgX1 allo act | MrgX1 ag | HIF act
O=C1N(Cc2cccnc2)C[C@@H]2C[C@@H](c3ccc(-c4ccccc4)cc3)N3CCC[C@@]123 | i | i | i | i | i | 1 | -2 | i | i | i | -0.2
CCOc1cc2c(C#N)c(N3CCNCC3)nc(N)c2c(N)n1 | -5.9* | i | i | i | i | 3 | -6 | i | i | i | 1.4
N#CC1(C#N)C(C(N)=O)C1c1ccccc1 (stereo not drawn) | i | i | i | i | i | -5 | 5 | i | i | i | 0.5
CCn1c(CSc2nc3ccccc3s2)nnc1SCC(=O)OC(C)(C)C | i | i | i | i | i | -3 | 10 | i | i | i | 0.5
CCCCCOC(=O)C(C)Sc1n[nH]c(=O)[nH]c1=O (stereo not drawn) | i | i | i | i | i | 6 | 7 | i | i | i | -0.2
COCCCNc1nc(N)c([N+](=O)[O-])c(NCc2ccccc2)n1 | i | i | i | i | i | -2 | 2 | i | i | i | -0.8
CC1(C)Cc2nc(-c3ccccc3)n3cnnc3c2CO1 | i | i | i | i | i | -1 | 2 | i | i | i | 0.4
CC(CNC(=O)C(C)(C)C)NC(=O)C(C)(C)C (stereo not drawn) | i | i | i | i | i | -2 | 0 | i | i | i | -0.3
CCOc1cc(CNCCCN2CCOCC2)cc(Br)c1OCc1ccccc1Cl | i | -7* | i | i | i | 0 | 0 | i | i | i | -1.0
CCOC(=O)c1sc(SC)c2c1CCC/C2=N/OC | i | i | i | i | i | -6 | -3 | i | i | i | 0.9
CCC(C)Sc1nnc(CSc2nc(C)cc(C)n2)n1C (stereo not drawn) | i | i | i | i | i | -2 | 4 | i | i | i | 0.2
Clc1cccc(Cl)c1/C=N/Nc1c(Cl)cncc1Cl | i | i | i | i | i | 30 | 5 | i | i | i | 0.8
COc1ccc(CCNC(=O)c2ccc(CNS(=O)(=O)c3cccc(Cl)c3)cc2)cc1OC | i | i | i | i | i | -5 | 14 | i | i | i | 0.4
Cc1ccc(N/N=C(\C#N)C(=O)c2ccsc2)cc1 | i | i | i | i | i | 10 | 11 | i | i | i | 0.6
COC(=O)c1cc2n(n1)CCCNC2=O | i | i | i | i | i | -13 | 0 | i | i | i | -0.4
CC(C)Oc1ccccc1C1CC(=O)Nc2cc3c(cc21)OCCO3 (stereo not drawn) | i | i | i | i | i | -1 | -1 | i | i | i | 0.4
Cc1cccc(N2C(=O)CS/C2=N\NC(=O)c2ccc(Br)cc2)c1C | i | i | i | i | i | -2 | -6 | i | i | i | 0.4
CCOc1cc(CNC)ccc1OCC(=O)NC(C)(C)C | i | i | i | i | i | 0 | 2 | i | i | i | 0.1
Cc1ccc2oc(-c3ccccc3)c(C(=O)O)c(=O)c2c1 | i | i | i | i | i | 30 | 2 | i | i | i | 3.2
Cc1cc(C)c2sc(N(CCN(C)C)C(=O)CCS(=O)(=O)c3ccccc3)nc2c1 | i | i | i | i | i | 3 | 0 | i | i | i | -0.2
COc1cc(C2=Nc3ccc(Br)cc3C(c3ccccc3)N2CC(=O)NN)cc(OC)c1OC (stereo not drawn) | i | i | i | i | i | 1 | 5 | i | i | i | -0.3
COc1ccc(C2c3ccc4ccccc4c3Oc3ncn(CCCN(C)C)c(=N)c32)cc1 (stereo not drawn) | i | i | -8.6* | i | i | 4 | 0 | i | i | i | -0.2
Cc1c(C(N)=O)c(-c2ccccc2)nn1-c1ccccc1 | i | i | i | i | i | -7 | -19 | i | i | i | 0.0
CCOC(=O)C1(CC)NC(c2ccc(OC)cc2OC)C2C(=O)N(C)C(=O)C21 (stereo not drawn) | i | i | i | i | i | -7 | 17 | i | i | i | -1.0
O=C1C2CCCN2C(c2ccc(F)c(F)c2)N1c1cccc(Cl)c1 (stereo not drawn) | i | i | i | i | i | 3 | 2 | i | i | i | -0.4
O=C(O)C1Nc2c(C(F)(F)F)ccc(Cl)c2C2C=CCC12 (stereo not drawn) | i | i | i | i | i | 8 | 4 | i | i | i | 1.8
O=[N+]([O-])c1ccc(Cl)c(S(=O)(=O)Nc2ccc(-c3ccc(N4CCOCC4)nn3)cc2)c1 | i | i | i | i | i | 7 | 15 | i | i | i | 0.5
COc1ccccc1NC(=S)N(Cc1ccccn1)Cc1ccccc1Cl | i | i | i | i | i | 12 | 2 | i | i | i | -0.7
COc1ccc(NC(=O)/C=C/C(=O)O)c(OC)c1 | i | i | i | i | i | 3 | 8 | i | i | i | -0.1
CCCOc1ccc(/C=N/NC(=O)c2nnn(-c3nonc3N)c2-c2cccs2)cc1OC | i | i | i | i | i | 0 | -6 | i | i | i | -0.1
CCCC(C(=O)NCc1ccco1)N(C(=O)CNS(=O)(=O)c1ccccc1)c1ccccc1OC (stereo not drawn) | i | i | i | i | i | 1 | -2 | i | i | i | 0.2
Cc1cc(C(=O)NCc2ccccc2F)cs1 | i | i | i | i | i | 3 | 11 | i | i | i | 1.4
COc1ccc(CCC(=O)N/N=C(\C)c2ccc3c(c2)OCO3)cc1 | i | i | i | i | i | -8 | -4 | i | i | i | -0.1
CC1(C(=O)NCCOc2ccccc2Cl)CC1(Cl)Cl (stereo not drawn) | i | i | i | i | i | -2 | 10 | i | i | i | -0.4
NC(=S)N/N=C/c1coc2ccc(Cl)cc2c1=O | i | i | i | i | i | 1 | 1 | i | i | i | 0.5
O=C(CN1CCCCCC1)Nc1ccccc1Cl | i | i | i | i | i | 5 | 0 | i | i | i | 0.1
CCN(CC(=O)Nc1cc(Cl)ccc1C)C(=O)C1CC(=O)N(Cc2ccccc2)C1 (stereo not drawn) | i | i | i | i | i | 14 | -4 | i | i | i | -41
OC1CNCc2cc3c(cc21)OCCO3 (stereo not drawn) | i | i | i | i | i | -5 | 2 | i | i | i | 0.0
CCC1CCCCN1CC(O)COCc1cccc(OC)c1 (stereo not drawn) | i | i | i | i | i | 6 | -3 | i | i | i | 0.1
Cc1c(Cl)cccc1NC(=S)NCC(O)c1ccccc1 (stereo not drawn) | i | i | i | i | i | -3 | 4 | i | i | i | 0.9
CCC1COCCS(=O)(=O)N1Cc1ccccc1 (stereo not drawn) | i | i | i | i | i | 1 | 3 | i | i | i | -0.2
CC1=NC(=O)C(N=Nc2ccccc2)N1c1ccccc1 (stereo not drawn) | i | i | i | i | i | -1 | 4 | i | i | i | 2.4
COc1cccc(NC(=O)N2CCC(N3CCCCC3)CC2)c1 | i | i | i | i | i | 1 | 7 | i | i | i | -0.1
O=C(CCc1ccc(O)cc1)c1c(O)cc(O)cc1O[C@@H]1O[C@H](CO)[C@@H](O)[C@H](O)[C@H]1O | i | i | i | i | i | -3 | -3 | i | i | i | -0.1
Cc1ccc(NC(=O)C2CCCN2S(=O)(=O)c2cccc3cccnc23)c(C)c1 (stereo not drawn) | i | i | i | i | i | 1 | -4 | i | i | i | 0.4
Nc1cc(=O)[nH]c(SC/C=C/c2ccccc2)n1 | i | i | i | i | i | 3 | 3 | i | i | i | 0.5
O=C(Nc1ccccc1)c1nccn1Cc1ccc(F)cc1 | i | i | i | i | i | 8 | 2 | i | i | i | 1.0
O=C(c1ccc(NS(=O)(=O)c2ccccc2)cc1)N1CCOCC1 | i | i | i | i | i | 1 | -1 | i | i | i | -6.0
CSc1ccccc1C(=O)C1CCCN(C(=O)c2ccc(N3CCOCC3)cc2)C1 (stereo not drawn) | i | i | i | i | i | 0 | 16 | i | i | i | 0.0
CC(C)Oc1ccccc1C1Nc2ccccc2C(=O)N1c1ccc2c(c1)OCCO2 (stereo not drawn) | i | i | i | i | i | 7 | 1 | i | i | i | 0.8
O=C(CC(c1ccccc1)c1ccccc1)NCCOCc1ccccc1 | i | i | i | i | i | 3 | -8 | i | i | i | -26
COC(=O)c1ccc(N2CCOCC2)c(F)c1 | i | i | i | i | i | 0 | 2 | i | i | i | 0.0
CC(C)(C)c1cc(C(=O)C[n+]2ccc(C(=O)NCCCO)cc2)cc(C(C)(C)C)c1O | i | i | i | i | i | 1 | 30 | i | i | i | -1.4
CCOC(=O)C1(Cc2cccc(Cl)c2)CCCN(C(=O)C2CC2)C1 (stereo not drawn) | i | i | i | i | i | -3 | -1 | i | i | i | 0.5
CC(=O)c1nn(-c2ccccc2)cc1C(=O)c1cccc(Br)c1 | i | i | i | i | i | -8 | -13 | i | i | i | -0.2
Cc1[nH][nH]c(=O)c1C(c1ccc(Cl)cc1)c1c(C)[nH][nH]c1=O | i | i | i | i | i | 0 | -3 | i | i | i | -1.5
CCCCN(CC)CCNC(=O)C1c2cc(OC)c(OC)cc2C(=O)N2CCc3ccccc3C12 (stereo not drawn) | i | i | i | i | i | -6 | 11 | i | i | i | -0.2
COc1ccc(CN(C(=O)c2ccco2)C2CC(C)N(C)CC2C)cc1 (stereo not drawn) | i | i | i | i | i | 0 | -3 | i | i | i | -0.3
Nc1nc(SC2c3cccc4cccc(c34)C2NS(=O)(=O)c2ccccc2)n[nH]1 (stereo not drawn) | i | i | i | i | i | 0 | -6 | i | i | i | -0.5
O=C1NN(c2ccc(Cl)c(Cl)c2)C(=O)/C1=C/c1ccc(-c2ccccc2C(=O)O)o1 | i | i | i | i | i | 3 | 5 | i | i | i | -2.2
CC(C)Cn1c(O)c(/C=C2\C=NN=C2c2ccccc2)sc1=S | i | i | i | i | i | 0 | -7 | i | i | i | -0.4
Cc1cc2nnc(SCC(=O)OC(C)C)n2c2ccccc12 | i | i | i | i | i | -10 | 0 | i | i | i | -0.1

Assay outcomes as filed in PubChem.

An unsorted share of the library; overall some 6.1% were active at least once.
